LDHA block: qHTS assay for inhibitors of human lactate dehydrogenase. purified LDHA, NADH/diaphorase-resazurin fluorescence; active compounds read low. hit rate 0.15% among 480,000. L-lactate dehydrogenase A chain (Homo sapiens), P00338. activity change, % (values are at about 110 or 230 µM); in the data active = activity change below about -30%; inconclusive = mostly about -25% to -30%;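 note: plate controls were DMSO wells for no effect and wells without enzyme for full effect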
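Resorufin fluorescence (ex540/em590), read at 0 and 20 min after diaphorase/resazurin addition, reports the NADH left after a 5 min room-temperature reaction of 2 nM human LDH5 with 0.06 mM NADH and 0.2 mM pyruvate.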
* hit, by the source's call; ? = inconclusive.

LDHA block	Molecule
1	C=CCn1nc(C(=O)Nc2ccc(OC)cc2)cc1-c1sc(NC(=O)c2ccccc2)nc1C
7	N#Cc1ccc(OCCOC(=O)COc2ccc(Cl)cc2Br)cc1
-4	CCOc1ccc(-n2nnc(C(=O)Nc3ccccc3C(F)(F)F)c2N)cc1
3	CCOC(=O)c1cnc(N2CCN(Cc3ccccc3)CC2)c2ccccc12
6	COc1ccc(-c2cnc(C)o2)cc1S(=O)(=O)Nc1ccc(F)cc1
-4	C/C(Cl)=C/C[N+](C)(C/C=C(\C)Cl)Cc1ccccc1 (stereo not drawn)
-2	Cc1cc(Cl)ccc1S(=O)(=O)NCCCC(=O)O
-7	CCOc1ccccc1NS(=O)(=O)c1cc(-c2c(C)nn3c2NC(=O)CCC3=O)ccc1OC
-6	COc1ccc(CNC(=O)COc2ncnc3ccc(Br)cc23)cc1
3	O=C(O)C1(c2cccc(Br)c2)CCC1
-10	CC(=O)Nc1ccc(NC(=O)CSc2nc(C3CC3)n(-c3ccccc3)n2)cc1
12	COc1ccc(C(=O)Oc2ccc(/C=C(\C#N)c3nc4ccccc4[nH]3)cc2)cc1
8	CCCCn1c(=O)[nH]c(=O)c2c1nc(CN1CCN(S(=O)(=O)c3ccc(C)cc3)CC1)n2CC
-2	COc1cccc(/C=C/C(=O)Oc2ccc(C#N)cc2OC)c1
?	CC(=O)c1ccc(NC(=O)C2=Cc3sc4c(c3CS2)CCCC4)cc1
0	C/C(CC(C)C)=N\NC(=O)c1cccc(C)c1
-1	O=C(Cn1nnc(-c2ccccc2Cl)n1)N1CCC(c2nc3ccccc3s2)CC1
6	COc1cc(/C=C/c2ccc3cccc(OC)c3n2)cc(OC)c1OC
5	Cc1cc(Br)cn2c(Cc3cccc(F)c3)c(-c3ccc(C#N)cc3)nc12
1	O=S(Cc1ccc(Cl)cc1)Cc1cccc(C(F)(F)F)c1 (stereo not drawn)
-2	N#Cc1ncn(CCC(=O)Nc2ccc(Cl)cc2F)n1
-3	CCN1CCN(C(C(=O)O)c2c[nH]c3ccc(Cl)cc23)CC1 (stereo not drawn)
-5	OC(CSc1nnnn1-c1ccccc1)Cn1c2ccccc2c2ccccc21 (stereo not drawn)
7	O=C(c1ccccc1OC(F)F)N1CCCCC1
10	COc1ccc2c(c1)cc(C(=O)NCc1ccc(C)cc1)n2C
1	COCCn1c(SCC(=O)c2ccc3c(c2)OCO3)nc2cc(C(=O)NC(C)C)ccc2c1=O
-24	O=C(NCc1ccc2c(c1)OCCO2)N1CCN(S(=O)(=O)c2ccccc2)CC1
12	CC(C#N)CN(C)C(=O)CCNC(=O)OCC(F)(F)F (stereo not drawn)
4	CC(=O)c1cccc(NCC(=O)Nc2ccc(C#N)cc2)c1
-1	Cc1ccc(N2CCN(C(=O)c3cc4ccccc4[nH]3)CC2)cc1
4	CC(=O)Nc1ccc(NC(=S)NC(=O)c2ccc(Cl)cc2)cc1
11	CCCC(=O)Nc1nc2nc(CCC)cc(=O)n2[nH]1
1	N#Cc1cccc(C(=O)NC2CCCCC2C(F)(F)F)c1 (stereo not drawn)
-2	Nc1nccnc1C(=O)NCc1ccc(COCC(F)(F)F)cc1
-3	O=C1NC[C@@H](CCCCN2C[C@H](Cc3ccc(O)cc3)N(Cc3ccccc3)C(=O)C2=O)N(Cc2ccccc2)C1=O
-1	CC(C)CNC(=O)Cn1c(=O)c2c(ncn2C)n(C)c1=O
-6	CCC(CC)NC(=O)Nc1ccc(C)cc1Br
-17	O=C(Cn1cccc1-c1nc(-c2ccc(F)c(Br)c2)no1)NC1CCCC1
1	CCCCCOc1ccc(C(=O)CCC(=O)O)cc1
-1	O=C(NCCn1c(-c2ccc(F)cc2)nc2ccccc21)Nc1cc(F)ccc1F

Brought forward from above: 3 compounds, followed by the next part.
LDHA block	Molecule
-17	O=C(Cn1cccc1-c1nc(-c2ccc(F)c(Br)c2)no1)NC1CCCC1
1	CCCCCOc1ccc(C(=O)CCC(=O)O)cc1
-1	O=C(NCCn1c(-c2ccc(F)cc2)nc2ccccc21)Nc1cc(F)ccc1F
0	CCSc1ccccc1C(=O)NC(C)(C)C
-5	COc1ccc(NC(=O)c2ccccc2SCc2ccc(C#N)cc2)cc1OC
13	O=C(NCc1coc(-c2cccs2)n1)c1cc(Cl)cc(Cl)c1
15	COc1ccc(-c2nc(SC(C)C(=O)NC3CC3)n[nH]2)c(OC)c1 (stereo not drawn)
10	Cc1cccc(Cc2cnc(NC(=O)c3n[nH]c(=O)c4ccccc34)s2)c1Cl
-5	O=S1(=O)C[C@H](NC2CCCC2)[C@@H](S(=O)(=O)c2ccccc2)C1
3	CNC(=O)c1ccc(/C=C/C(=O)C(C#N)c2ccccn2)cc1 (stereo not drawn)
-17	FC(F)(F)c1ccccc1N/N=C/c1ccc(Br)cc1
-1	CC(NC(=O)CCn1nc(-c2ccccc2)c2ccccc2c1=O)c1ccccc1 (stereo not drawn)
-4	Cc1ccc2[nH]cc(CCNC(=O)c3c(F)cccc3F)c2c1
0	NC(=O)CN1CCC(NC(=O)c2ccc(Oc3ccccc3)cc2)CC1
5	Cc1ccc(N)c2cccnc12
0	Nc1cc(=O)[nH]c(SCc2ccccc2F)n1
5	CCCCCNC(=O)C(C1CC1)n1c(=O)c(-c2ccccc2)nc2ccccc21 (stereo not drawn)
2	COCCCNC(=O)COc1ccc2c(-c3ccccc3)cc(=O)oc2c1
-16	CC(C)N(C(=O)Cn1cnc2c1c(=O)n(C)c(=O)n2C)c1ccccc1
14	COc1cc(-c2nc3ccc(Cl)cn3c2Nc2ccc3c(c2)OCO3)cc(OC)c1O
-6	CCCC(C)NC(=O)CSc1nnc(Nc2ccc(CC)cc2)s1 (stereo not drawn)
1	CCc1nc2ccccc2c(NC(=O)CNC(C)(C)C)c1C
6	O=C(Nc1oc2ccccc2c(=O)c1-c1ccc(F)cc1)c1ccccc1

Six of the compounds above, in CSV form:
Molecule,LDHA block
O=C(NCc1coc(-c2cccs2)n1)c1cc(Cl)cc(Cl)c1,13
O=C(c1ccccc1OC(F)F)N1CCCCC1,7
COc1cccc(/C=C/C(=O)Oc2ccc(C#N)cc2OC)c1,-2
O=C(NCCn1c(-c2ccc(F)cc2)nc2ccccc21)Nc1cc(F)ccc1F,-1
CCN1CCN(C(C(=O)O)c2c[nH]c3ccc(Cl)cc23)CC1 (stereo not drawn),-3
Cc1ccc(N)c2cccnc12,5

The listing continues.
LDHA block	Molecule
-4	COC(=O)C1=CN(c2ccc(N3CCOCC3)cc2)C(N)=C(C#N)C1c1cccc(F)c1 (stereo not drawn)
-2	O=C(CSc1nncn1-c1ccccc1F)Nc1ccccc1C(=O)Nc1ccccc1
-2	CCNC(=O)C/C(C)=N/NC(=O)C(C)C
1	COCc1cccc(C(=O)NC(C)c2cccc(OC(F)F)c2)c1 (stereo not drawn)
4	CCNc1nnc(SCc2nc(-c3ccccc3)no2)s1
7	O=C(Cn1nc(-c2ccccc2)c2ccccc2c1=O)Nc1cccc(C(F)(F)F)c1
3	O=C(Nc1ccccn1)c1ccc(C2SCCCS2)cc1
-2	O=C1NC[C@H](CCCCN2C[C@H](Cc3ccc(O)cc3)N(CCc3ccc(O)cc3)C(=O)C2=O)N(CCc2ccc(O)cc2)C1=O
-14	NC(=O)CSc1cc(C(=O)NC2CC2)c2ccccc2n1
5	Cc1ccccc1NC(=O)Cn1cnc2c(cnn2-c2ccc(F)cc2)c1=O
-30*	O=C(CSc1nc2ccccc2s1)Nc1cccc(C(F)(F)F)c1
15	COc1cc2nc(NC3CCN(C)CC3)nc(N3CCCN(C)CC3)c2cc1OC
5	Cc1cc(F)ccc1NC(=O)CCc1c[nH]c2ccccc12
-1	CCOC(=O)Cc1ccc(NC(=O)Nc2ccc(OCc3cc(=O)n4ccccc4n3)cc2)cc1
1	COc1ccc2nc(C)cc(SCC(NC(=O)CN(C)C)C(=O)O)c2c1 (stereo not drawn)
3	COc1ccc(/C=C(/C#N)c2ccccn2)cc1F
7	O=C(O)CNC(=O)/C=C/c1cccc(C(F)(F)F)c1
0	Cc1cc(C(=O)NCc2cccnc2)c(C)s1
-1	CN(C)CC(NC(=O)CNC(=O)NCc1ccccc1)c1ccccc1 (stereo not drawn)
7	CC(C)(C)OC(=O)C(Oc1ccccc1[N+](=O)[O-])C(=O)OC(C)(C)C

Pulled one by one from above (three):
LDHA block	Molecule
-1	CCOC(=O)Cc1ccc(NC(=O)Nc2ccc(OCc3cc(=O)n4ccccc4n3)cc2)cc1
-30*	O=C(CSc1nc2ccccc2s1)Nc1cccc(C(F)(F)F)c1
3	O=C(Nc1ccccn1)c1ccc(C2SCCCS2)cc1

Additional compounds follow:
LDHA block	Molecule
-2	O=S(=O)(NCCc1csc2nc(-c3ccccc3)nn12)c1cc(Cl)ccc1Cl
-20	O=C1CCc2cc(-c3csc(NC4CC4)n3)ccc2N1
1	C/C(=N\NC(=O)C1CC1c1ccccc1)c1cccc(C)c1 (stereo not drawn)
7	Cn1c(SCc2cc(=O)n3[nH]cc(C#N)c3n2)nnc1-c1ccc(Cl)cc1
5	Cc1ccc(CN(C)C(=O)c2sc3nc(C(C)(C)C)nc(C)c3c2C)o1
1	CN(C)C(CNC(=O)CCc1ncc(-c2ccccc2F)o1)c1ccco1 (stereo not drawn)
8	O=C(NC(c1ccccc1)c1ccccc1)C1CC1c1ccccc1 (stereo not drawn)
8	CC1CCN(C(=O)C(=O)N2CCN(c3nc(C(C)C)c4c(c3C#N)CCCC4)CC2)CC1
1	Cc1ccc(OCCn2c(CN3CCCCC3)nc3ccccc32)cc1
3	O=Cc1cccn1-c1ccc(I)cc1
7	COC(=O)c1ncoc1-c1ccccc1C(=O)NCc1ccc(Cl)cc1
11	N#Cc1ccc(/C=N/Nc2cccc(Cl)c2)cc1
0	CCc1cccc(C)c1NC(=O)c1cc(C)nc2ccccc12
-1	O=S(=O)(CCN1CCN(c2cnccn2)CC1)c1ccccc1
4	CN1/C(=C/C(=O)C(F)(F)C(F)(F)C(F)(F)F)Sc2ccccc21
-2	Cc1nn(C)c(C)c1CN(C)C(=O)Cn1nc(C(F)(F)F)c(Cl)c1C
4	CCCCC[C@H](C)N1C[C@H](COCc2ccccc2)Oc2cc(N3CCC[C@@H]3COC)ccc2S1(=O)=O
1	OCCCNC(=S)Nc1ccc(F)cc1
3	Cc1ccc(S(=O)(=O)N2CCN(C(=O)c3cc4ccc(F)cc4nc3C)CC2)c(C)c1
16	Cc1ccc(C=Nc2ccc(C)c(N=Cc3ccc(C)s3)c2)s1

Nothing new here: entries from further up.
LDHA block	Molecule
-2	O=S(=O)(NCCc1csc2nc(-c3ccccc3)nn12)c1cc(Cl)ccc1Cl
-20	O=C1CCc2cc(-c3csc(NC4CC4)n3)ccc2N1
1	C/C(=N\NC(=O)C1CC1c1ccccc1)c1cccc(C)c1 (stereo not drawn)

(next part)
LDHA block	Molecule
-6	C=CCNC(=S)NNC(=O)OCC
2	O=C(Oc1ccc2c(=O)c(-c3ccccc3)coc2c1)c1ccco1
3	CCNC(C(=O)OCC)c1ccc(Cl)cc1 (stereo not drawn)
-7	Cc1ccc2c(CSc3ncn[nH]3)cc(=O)oc2c1C
16	Oc1ccc(-c2nc(-c3cc(F)ccc3F)cs2)cc1
-12	c1ccc(CSc2ccc(Sc3ccc(SCc4ccccc4)cc3)cc2)cc1
6	CC(C)c1ccc(C(C)NC(=O)Cc2cccs2)cc1 (stereo not drawn)
7	COC(=O)c1ccc(COC(=O)C(c2ccccc2)c2ccccc2)o1
1	NC(=O)Nc1ccc(NC(=O)c2nccnc2N)cc1
5	O=C1Nc2ccccc2N(C(=O)c2ccc(-c3ccccc3)cc2)C1c1nc2ccccc2[nH]1 (stereo not drawn)
1	N#C/C(=C\c1cc(Br)c(I)o1)c1nc2ccccc2[nH]1
25	COc1cc(OC)c(OC)cc1CN1CCN(Cc2cc(OC)c(O)c(OC)c2)CC1
2	CC(=O)Nc1sc2c(c1C#N)CCN(C(C)C)C2
6	Cc1cccc(N/N=C/c2ccc(Br)cc2)c1
1	Cc1nn(CC(=O)Nc2ccc3c(c2)nc(Cn2ccc4ccccc42)n3C)c(=O)c2ccccc12
7	CCCc1c(C(=O)OCC)cnc2nc(-c3cccnc3)nn12
-7	CCCCCc1ccc(C(=O)C(C)C)cc1
3	CCCCNC(=O)C(NC(=O)c1ccc2c(c1)OCO2)C(=O)c1ccccc1 (stereo not drawn)
-4	C=C(C)Cn1c(SCC(N)=O)nc2c1c(=O)n(C)c(=O)n2C
-3	CCn1c(C)cc(C(=O)CSc2nnc(CN3CCOCC3)n2-c2ccccc2)c1C
-2	O=C1NC[C@H](CCCCN2C[C@H](Cc3ccc(O)cc3)N(CC3CCCCC3)C(=O)C2=O)N(CC2CCCCC2)C1=O
-7	CCCN1CNc2c(c(=O)[nH]c(=S)n2CCc2ccc(C)c(C)c2)C1
0	C=CCN(C(=O)Cc1nn(C)c(=O)c2ccccc12)c1nc2c(s1)CCCC2
-11	COc1ccccc1CNC(=O)CN1CCC(c2nc3cc(Cl)ccc3s2)CC1
-2	CN(CC(=O)Nc1c(Cl)cccc1Cl)CC(=O)N1CCCCCC1
0	Cc1ccc(NC(=O)CC2C=CCC2)cc1C (stereo not drawn)
-2	Cc1ccc(-c2nc(Cn3cnc(C#N)n3)co2)c(C)c1
6	S=C(NCc1ccc(Cl)cc1)Nc1ccc2ccccc2c1
7	Cc1cccc(C(=O)C(Cl)C(=O)c2cccc(C)c2)c1
-5	COc1ccccc1NS(=O)(=O)c1cc(-c2c(C)nn3c2NC(=O)CCC3=O)ccc1C
6	O=c1oc2ccccc2cc1-c1nc(-c2ccccc2Cl)no1
-2	CCC(CC)C(C(=O)NCc1ccccc1)N(C)Cc1ccc(Cl)c(Cl)c1 (stereo not drawn)
1	COc1cc(C=O)cc(Br)c1OC(=O)c1ccc(C)cc1
9	c1csc(CNCCN2CCCC2)c1

Screening data from PubChem BioAssay.

Some of the compounds tested (hit frequency here may not be typical).
